PAD4 inhibition = human PAD4 inhibitors, primary screen, biochemical, fluorescence polarization (AID 463073); inhibition, % at 5 µM; recombinant PAD4, RFA probe fluorescence polarization; stronger effect = higher value; 0.5% of 2,000 active;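 active = inhibition above 30%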;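 also: 0% = PAD4 with DMSO and 100% = wells lacking PAD4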
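system = recombinant PAD4 | amount = PAD4 at 2 µM in dispensed buffer, before additions | incubation = 30 min 25 °C preincubation, 5 h 37 °C labeling | measured by = FP, ex 525 nm, em 598 nm | replication = single well per compound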
Numbers without * were called inactive; & = joins results of further samples. A portion of the library; the hit share may differ from the screen's.

SMILES | PAD4 inhibition
CC[C@@H]1C(=O)OC[C@@H]1Cc1cncn1C | 5.3&-7.7

From PubChem BioAssay
